Compound activity as filed in PubChem BioAssay.
hIAP block: human IAP inhibitors, primary screen, biochemical, luminescence, uHTS | purified IAP, CDP-Star luminescence, 30 min | actives 0.12% (n = 330,000) | AID 2544, 2010 | inhibition, % at 10 µM | Intestinal-type alkaline phosphatase (Homo sapiens), P09923;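 active = inhibition reaching a set limit with compound at 10 µM in the primary screen, cut at about 35% in these data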;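 note: plate controls were DMSO wells with enzyme for no effect and no-enzyme buffer wells for full effect; values of inactives mirror those of a sister screen read the other way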
MIN6 prolif: inducers of MIN6 beta-cell proliferation, primary screen, ATP luminescence, uHTS | MIN6 cells proliferation, ATPlite luminescence, 48 h; cells starved in 0.2% serum; 100% = growth in 10% serum | proliferation, % at 10 µM | actives 0.29% (n = 330,000);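 active = compounds whose signal lies at least 3.5 SD above the mean of all wells on their plate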;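 note: 0% = DMSO-treated cells in low-serum medium and 100% = 10% serum control; some compounds called inactive have numbers as strong as hits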
APOBEC3G inh: APOBEC3G DNA deaminase inhibitors, primary screen, biochemical, fluorescence, single-stranded DNA substrate, uHTS. DNA dC->dU-editing enzyme APOBEC-3G (Homo sapiens), Q9HC16. actives 0.28% (n = 330,000). inhibition, % at 20 µM. recombinant A3G, ssDNA deamination FAM/TAMRA fluorescence;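 active = inhibition of at least 40% at 20 µM, with no more than 30% in the related APOBEC3A deaminase screen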;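 note: plate controls were DMSO wells with A3G for no effect and wells lacking A3G enzyme for full effect; some compounds called inactive have numbers as strong as hits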
Target sequence (Q9HC16 whole entry, looked up): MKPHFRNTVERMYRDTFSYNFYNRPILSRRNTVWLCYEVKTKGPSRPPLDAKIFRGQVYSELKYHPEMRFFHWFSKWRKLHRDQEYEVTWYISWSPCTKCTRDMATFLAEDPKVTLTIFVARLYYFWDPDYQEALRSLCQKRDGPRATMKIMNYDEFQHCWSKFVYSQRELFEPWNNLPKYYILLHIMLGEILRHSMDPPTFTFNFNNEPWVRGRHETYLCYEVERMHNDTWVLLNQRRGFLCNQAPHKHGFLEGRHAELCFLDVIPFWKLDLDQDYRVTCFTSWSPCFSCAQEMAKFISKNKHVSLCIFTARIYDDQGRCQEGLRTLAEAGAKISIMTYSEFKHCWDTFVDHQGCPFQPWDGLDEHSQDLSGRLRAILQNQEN
hIAP activ: human IAP activators, primary screen, biochemical, luminescence, uHTS. Intestinal-type alkaline phosphatase (Homo sapiens), P09923. purified human IAP, CDP-Star luminescence, 30 min; hits give high values; 1 = vehicle-only enzyme, 0 = enzyme-free background. activation factor at 10 µM. actives 0.16% (n = 330,000);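 active = activation factor of the enzyme at least 2-fold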; note: the source names both 10 and 20 µM as test concentration; values of inactives mirror those of a sister screen read the other way
MPTP block: mitochondrial permeability transition pore inhibitors, primary screen, biochemical, isolated mouse mitochondria, absorbance. Ca2+ swelling absorbance, 30 min. inhibition, % at 10 µM. actives 1.4% (n = 360,000). AID 602449, 2012;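 active = inhibition of 50% or more, scaled per plate between neutral and stimulator controls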;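 note: 0% = DMSO wells given calcium and 100% = 1 mM EGTA wells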
mIAP inh: inhibitors of mouse IAP, primary screen, biochemical, luminescence, uHTS | purified mouse IAP, CDP-Star luminescence, 30 min | intestinal alkaline phosphatase [Mus musculus] | AID 2806, 2010 | actives 0.2% (n = 330,000) | inhibition, % at 10 µM;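 active = inhibition of at least 40% at 10 µM in the primary screen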;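 note: plate controls were DMSO with enzyme for no effect and no enzyme wells for full effect; values of inactives mirror those of a sister screen read the other way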
ATG4B inh: ATG4B protease inhibitors, primary screen, biochemical, fluorescence, uHTS; Cysteine protease ATG4B (Homo sapiens), Q9Y4P1; ATG4B cleavage of LC3-PLA2, NBD-HPC fluorescence, 1 h; inhibition, % at 8.33 µM; actives 0.51% (n = 340,000); AID 504462, 2011; in the data active = inhibition above about 40%
Target sequence (Q9Y4P1 whole entry, looked up): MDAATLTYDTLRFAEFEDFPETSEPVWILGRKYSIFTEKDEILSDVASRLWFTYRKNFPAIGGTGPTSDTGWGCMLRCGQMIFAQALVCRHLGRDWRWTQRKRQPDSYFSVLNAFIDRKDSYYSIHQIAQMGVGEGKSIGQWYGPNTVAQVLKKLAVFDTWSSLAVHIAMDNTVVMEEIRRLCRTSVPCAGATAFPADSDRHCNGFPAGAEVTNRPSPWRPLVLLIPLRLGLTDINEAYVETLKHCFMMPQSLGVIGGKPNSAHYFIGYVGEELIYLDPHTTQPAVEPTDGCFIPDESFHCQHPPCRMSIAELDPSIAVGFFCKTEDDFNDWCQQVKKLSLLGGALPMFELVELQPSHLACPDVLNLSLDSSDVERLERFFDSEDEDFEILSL
A3A deaminase: APOBEC3A ssDNA deaminase inhibitors, primary screen, selectivity assay for APOBEC3G inhibitor project, biochemical, FAM/TAMRA oligo cleavage fluorescence; recombinant A3A, FAM/TAMRA ssDNA deamination fluorescence; inhibition, % at 20 µM; actives 0.41% (n = 330,000);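 active = at least 40% inhibition at 20 µM here, with at most 30% in a related deaminase screen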;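 note: plate controls were A3A with DMSO for no effect and wells lacking A3A enzyme for full effect; some results filed as inactive read as strong as hits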
Target sequence (P31941 whole entry, looked up): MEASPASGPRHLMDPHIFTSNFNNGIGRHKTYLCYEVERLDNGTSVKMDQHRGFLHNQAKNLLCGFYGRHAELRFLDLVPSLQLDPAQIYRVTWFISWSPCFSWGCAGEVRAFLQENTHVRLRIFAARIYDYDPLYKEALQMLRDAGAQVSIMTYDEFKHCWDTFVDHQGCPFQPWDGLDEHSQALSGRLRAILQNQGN
mIAP activ: activators of mouse IAP, primary screen, biochemical, luminescence, uHTS | intestinal alkaline phosphatase [Mus musculus] | muIAP, CDP-Star luminescence, 30 min; hits give high values; 1 = vehicle-only enzyme signal, 0 = enzyme-free wells | activation factor at 10 µM | actives 0.24% (n = 330,000) | AID 2805, 2010;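 active = activation factor of at least 2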; note: the source names both 10 and 20 µM as test concentration; values of inactives mirror those of a sister screen read the other way
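Assay system: mouse IAP enzyme; Reagent: CDP-Star chemiluminescent phosphatase substrate; Compound: DMSO-dissolved test compounds; Incubation: 30 min, room temperature; Technique: luminescence from enzymatic CDP-Star hydrolysis; Controls: DMSO-only wells and no-enzyme negative control.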
* hit, by the source's call; . = not tested or not shown.

SMILES	hIAP block	MIN6 prolif	APOBEC3G inh	hIAP activ	MPTP block	mIAP inh	ATG4B inh	A3A deaminase	mIAP activ
O=C(c1ccccc1)N(Cc1ccc(F)cc1)Cc1nc2ccccc2c(=O)[nH]1	-17	0	-2	1.2	0.1	0	-3	-3	1
COC(=O)c1ccccc1NC(=O)COC(C)=O	-7	1	-1	1.1	0.5	-1	-7	8	1
O/N=C1\CC/C(=N\O)c2nn(-c3ccc(Cl)cc3Cl)nc21	-9	-1	-5	1.1	2.8	8	4	-2	0.92
Cc1cccc(OCCCn2c(=O)oc3ccc(C)cc32)c1	2	-2	-8	0.98	-4.9	7	-5	-1	0.93
CCOC(=O)CN1NC2(CCC(C(C)(C)C)CC2)NC1=S (stereo not drawn)	11	0	6	0.89	-0.6	-2	-3	-5	1
CCN1CCN(c2ncnc3sc(C(=O)Nc4ccccc4F)c(C)c23)CC1	-1	-1	-6	1	2.1	-5	-7	-5	1.1
Cc1cccc(C)c1NC(=O)CN(C)C(=O)Cc1cccc(C(F)(F)F)c1	-4	0	-12	1	0.8	5	9	-2	0.95
COc1cc(OC)cc(C(=O)NCc2ccc(-n3cccc3)cc2)c1	-12	-3	-2	1.1	-5.3	-14	-39	-1	1.1
CC(=O)Nc1ccc(S(=O)(=O)N2CCN(c3cc4c(cc3[N+](=O)[O-])n(C)c(=O)n4C)CC2)cc1	-2	-2	0	1	3.8	8	-5	4	0.92
COc1ccccc1CNC(=O)CN(Cc1ccc(Cl)cc1)S(C)(=O)=O	-17	2	-11	1.2	-1.8	8	-3	-3	0.92
Cc1nn(C)c(C)c1NC(=O)CCCSc1nc(-c2ccco2)cc(C(F)(F)F)n1	3	-3	0	0.97	0.7	-7	-13	-1	1.1
Cc1ccc(NC(=O)C(Cc2ccccc2)N2C(=O)C3C4CCC(C4)C3C2=O)cc1Cl (stereo not drawn)	-3	-6	-4	1	31	-66	16	-4	1.7
CCOC(=O)c1cn(Cc2ccc(C)cc2)c2cc(F)ccc2c1=O	3	4	-11	0.97	0.2	14	-4	-7	0.86
COc1ccc(NC(=O)CSc2nnc(NC(=O)C3CCC3)s2)c(OC)c1	8	0	-12	0.92	0.1	5	-4	-2	0.95
COC(=O)c1ccc(C(=O)OC)c(NC(=O)N2c3ccccc3Sc3ccccc32)c1	20	0	-4	0.8	4.1	13	0	1	0.87
CN(C)S(=O)(=O)c1ccc(C(=O)Nc2ccccc2SCCC#N)cc1	5	1	-3	0.95	-1.4	3	-2	0	0.97
COc1ccccc1C1C=C(c2ccc(C)cc2)Nc2nnnn21 (stereo not drawn)	4	-3	0	0.96	-1.6	5	-3	-1	0.95
c1ccc(-n2ncc3c(NCCN4CCOCC4)ncnc32)cc1	17	2	-5	0.83	1.1	4	1	-2	0.96
COc1ccc(NC(=O)CCc2nnc3ccc(N4CCC(C)CC4)nn23)cc1OC	12	-5	-4	0.88	-2.4	-1	-4	-2	1
CCn1c(SCC(=O)c2c[nH]c3ccccc23)nc2cc(S(=O)(=O)N3CCOCC3)ccc21	-3	0	-7	1	1.2	13	-3	-5	0.87
Cc1ccc(C2C(C(=O)c3cccs3)=C(O)C(=O)N2c2cccc(C)n2)cc1 (stereo not drawn)	-2	-2	-6	1	3.3	-6	-7	-3	1.1
Cc1ccc(S(=O)(=O)N2CCSC2c2ccco2)cc1 (stereo not drawn)	-11	-3	-2	1.1	-2.9	4	3	0	0.96
O=C(c1c[nH]c2ccccc2c1=O)N1CCCCCC1	-21	-1	-1	1.2	-1.1	-15	-20	-1	1.1
Oc1ccccc1C(=S)N1CCN(C(=S)c2ccccc2O)CC1	8	-3	18	0.92	-1.0	-8	-9	0	1.1
O=C(CCC(=O)c1cccs1)NCC(c1ccc(F)cc1)N1CCOCC1 (stereo not drawn)	16	-2	-5	0.84	-0.3	-4	-47	-3	1
The list goes on:
SMILES	hIAP block	MIN6 prolif	APOBEC3G inh	hIAP activ	MPTP block	mIAP inh	ATG4B inh	A3A deaminase	mIAP activ
Cc1ccc(C2=N/C(=C\c3cccnc3)C(=O)O2)cc1	10	-2	-5	0.9	0.4	-4	-1	-4	1
COc1ccc(/C=N/NC(=O)c2c(C)nc3ccc(Br)cn23)cc1OC	-8	-1	-12	1.1	2.4	13	-4	-3	0.87
O=C(N1CCOCC1)N1CCN(Cc2ccccc2)CC1	8	0	-5	0.92	3.2	8	-10	0	0.92
N/C(=N/O)c1nc(N2CCCCC2)nc(N2CCCCC2)n1	-10	5	0	1.1	-0.4	-1	0	2	1
COC(=O)N/N=C/c1cc(Cl)c(OCc2ccc(F)cc2)c(OC)c1	4	0	0	0.96	0.1	-2	14	1	1
Cc1occc1C(=O)NNC(=S)Nc1cccc([N+](=O)[O-])c1	-111	-1	-4	2.1*	0.7	9	-9	-5	0.91
Cc1ccc(C)c(S(=O)(=O)NC2CCS(=O)(=O)C2)c1 (stereo not drawn)	3	12*	-7	0.97	-2.2	6	2	-1	0.94
COC(=O)CCC(=O)OC1(C)C(=O)C2=COC(c3ccc(OC)cc3)=CC2=C(Br)C1=O (stereo not drawn)	20	-2	12	0.8	.	10	51*	46*	0.9
CCOC(=O)c1c(NC(=O)CSc2ncccn2)sc(C(=O)NC)c1C	0	-2	-6	1	2.1	14	-5	-1	0.86
N#Cc1ccc(NC(=S)NCCN2CCOCC2)cc1	-1	-1	-6	1	-0.5	-1	-36	0	1
C=CCN(c1ccccc1)S(=O)(=O)c1cccc(C(=O)NNC(=O)c2ccccc2O)c1	-45	-5	-9	1.4	1.2	21	-13	1	0.79
O=C(Cn1cnc2cc([N+](=O)[O-])ccc2c1=O)Nc1ccccc1-c1ccccc1	9	-5	2	0.91	2.0	5	2	6	0.95
CC(=O)Nc1ccc(NC(=O)C(Cc2ccccc2)NC(=O)C2CCC(C)CC2)cc1 (stereo not drawn)	-9	-1	-2	1.1	15	-7	-9	1	1.1
COCCSc1ccccc1C(=O)Nc1ccc(S(=O)(=O)N2CCOCC2)cc1	5	-1	16	0.95	0.7	3	2	-7	0.97
CC(NC(=O)COC(=O)c1cc(=O)c2ccccc2o1)c1ccccc1 (stereo not drawn)	-18	-2	0	1.2	-0.5	-10	1	3	1.1
N#C/C(=C\c1ccc(-c2cccc([N+](=O)[O-])c2)o1)C(=O)Nc1nc(-c2cccs2)cs1	47*	-3	-1	0.53	4.1	28	-5	1	0.72
COCc1cc(C)nc2sc(C(=O)Nc3ccccc3OC)c(N)c12	-30	-4	6	1.3	1.8	-10	-13	-5	1.1
COc1ccc(Cl)cc1-c1nc(SCC(=O)NCC2CCCO2)n[nH]1 (stereo not drawn)	-7	2	-7	1.1	-0.3	-17	-39	-3	1.2
COc1ccc(C(=O)NCCS(=O)(=O)NC(C)c2ccccc2)cc1 (stereo not drawn)	13	-3	-6	0.87	-0.2	3	-6	0	0.97
Cc1nc2ccc(S(=O)(=O)Nc3ccc(-c4nc5cccnc5s4)cc3)cc2s1	-6	-1	4	1.1	1.2	0	-6	3	1
CCOc1ccc(OCCn2nnc3ccccc3c2=O)cc1	4	3	7	0.95	1.1	-2	19	2	1
Cc1ccccc1NC(=S)NCCSc1ccc(Cl)cc1	-13	-6	-2	1.1	92*	-97	45*	-1	2
CCCNC(=O)c1ccccc1NC(=O)Nc1ccccc1C	-31	-1	-1	1.3	-0.2	-4	2	-2	1
CCc1ccc[n+](-c2[nH]c(=O)sc2/C=N/NC([S-])=Nc2ccccc2)c1	2	0	-11	0.98	0.5	26	2	-7	0.74
CC1=C[C@H]2Cc3cc(C)cc(C)c3S(=O)(=O)[C@@H]2C=C1	-5	0	-4	1	0.3	-1	11	2	1
Carrying on.
SMILES	hIAP block	MIN6 prolif	APOBEC3G inh	hIAP activ	MPTP block	mIAP inh	ATG4B inh	A3A deaminase	mIAP activ
CCOC(=O)C1(CC2CC2)CCN(Cc2cn[nH]c2-c2ccccc2)CC1	-20	-2	11	1.2	-0.2	7	-7	3	0.93
Cc1nc(N2CCN(Cc3nc4ccccc4[nH]3)CC2)c2oc3ccccc3c2n1	-21	-5	-3	1.2	-2.0	7	-16	-2	0.93
CCc1nc(SCC(=O)Nc2ccc(N(C)C)cc2)n[nH]1	-3	-7	-1	1	-0.5	-2	2	-2	1
Cc1ccc(S(=O)(=O)/N=C/c2c(O)ccc3ccccc23)cc1	5	-3	-9	0.95	0.0	3	3	-8	0.97
COc1ccccc1CCNC(=O)c1nc(-c2cccs2)no1	6	-3	-7	0.94	1.5	10	3	-3	0.9
COc1ccc([N+](=O)[O-])cc1N(CC(=O)Nc1ccccc1C(=O)NC(C)C)S(C)(=O)=O	7	-2	-3	0.93	-1.3	7	-4	-2	0.93
CC1(C)CC(N2CCN(CCO)CC2)=CC(=S)N1	-2	2	-6	1	0.4	-8	-7	-6	1.1
CC1=C(C(=O)Nc2ccc(C)cc2)C(c2cccs2)NC(=S)N1 (stereo not drawn)	9	0	-5	0.91	1.0	-1	-13	-2	1
C(=N\Nc1nccc(-c2cccnc2)n1)/c1ccccc1	2	2	-7	0.98	0.3	-1	-4	-2	1
COc1ccc(CCN(Cc2ccccn2)C(=S)Nc2ccc(C)cc2)cc1OC	-13	1	-14	1.1	-1.0	-1	-2	2	1
O=C(O)CNC(=S)NCc1ccccc1	-10	-4	-5	1.1	0.2	-5	-2	-9	1.1
Cc1ccc(N(Cc2ccccc2)C(=O)c2ccc(F)cc2)cc1	-19	-5	2	1.2	-0.3	3	8	12	0.97
CCn1c(CN2CCN(c3ccc(Cl)cc3)CC2)nc2ccccc21	-8	-6	-8	1.1	-0.7	-3	-2	-3	1
COc1ccc2[nH]c(=O)c(CN(C(=O)c3ccco3)C3CCCCC3)cc2c1	1	-2	-1	0.99	-0.7	2	7	1	0.98
CCCCCCCCn1c2c(c(=N)c3c1CCC3)CCCC2	-28	-5	-6	1.3	46	-13	7	-2	1.1
C=CCc1cc(/C=C/c2nc(O)c([N+](=O)[O-])c(=O)[nH]2)cc(OC)c1O	21	-1	-1	0.79	-0.5	30	3	9	0.7
O=C1Nc2ccccc2C1(O)Cc1ccccn1 (stereo not drawn)	18	-6	-4	0.82	3.3	-3	-5	-2	1
CCOc1ccccc1N1CCN(C(=O)c2ccc(NS(=O)(=O)c3ccc4[nH]c(=O)[nH]c4c3)cc2)CC1	-7	-2	-3	1.1	-1.0	0	-7	1	1

Part of the list above, reduced to A3A deaminase and MIN6 prolif.
mol	A3A deaminase	MIN6 prolif
COc1ccc(CCN(Cc2ccccn2)C(=S)Nc2ccc(C)cc2)cc1OC	2	1
C(=N\Nc1nccc(-c2cccnc2)n1)/c1ccccc1	-2	2
Cc1ccc(N(Cc2ccccc2)C(=O)c2ccc(F)cc2)cc1	12	-5
CC1(C)CC(N2CCN(CCO)CC2)=CC(=S)N1	-6	2
